Screening data (PubChem)
BioA inh – inhibitors of Mycobacterium tuberculosis BioA enzyme; purified M. tuberculosis BioA enzyme, plate reader; AID 602481; 360,000 tested, 0.096% active; inhibition, % at 9.99 µM; in the data active means inhibition above about 40%
Active calls of the source: *. A portion of the library; count on the stated rates, not on these rows.

CC(C)NC(=O)Nc1ccc2c(c1)C(=O)N([C@@H](C)CO)C[C@@H](C)[C@H](CN(C)C(=O)NC1CCCCC1)O2
  BioA inh = -0.1
C[C@H](CO)N1C[C@H](C)[C@H](CN(C)C(=O)Nc2ccc(F)cc2)Oc2c(NC(=O)C3CCOCC3)cccc2C1=O
  BioA inh = 1.1
COCC(=O)Nc1ccc2c(c1)C(=O)N(C)C[C@@H](OC)[C@@H](C)CN(Cc1cccnc1)[C@@H](C)CO2
  BioA inh = 3.4
CNC[C@H]1Oc2ccc(NS(=O)(=O)c3cn(C)cn3)cc2C(=O)N([C@@H](C)CO)C[C@H]1C
  BioA inh = -0.9
CC(C)CC#Cc1ccc2c(c1)O[C@@H](CN(C)C(=O)c1ccccn1)[C@@H](C)CN([C@H](C)CO)S2(=O)=O
  BioA inh = -0.7
CO[C@H]1CN(C)C(=O)c2cc(NC(=O)Nc3cccc(Cl)c3)ccc2OC[C@H](C)N(C)C[C@H]1C
  BioA inh = 1.2
Cc1cccc(S(=O)(=O)N2C[C@@H](O)COC[C@@H]3O[C@@H](CC(=O)NCCCN4CCOCC4)CC[C@H]32)c1
  BioA inh = -5.2
CO[C@@H]1CN(C)C(=O)c2cc(NC(C)=O)ccc2OC[C@H](C)N(C(=O)Cc2ccccn2)C[C@H]1C
  BioA inh = -0.1
O=C(C[C@H]1CC[C@@H]2[C@H](COC[C@@H](O)CN2Cc2ccccc2F)O1)N1CCc2ccccc2C1
  BioA inh = 1.9
C[C@H](CO)N1C[C@H](C)[C@H](CN(C)S(=O)(=O)c2ccc(F)cc2)OCCCC[C@H](C)Oc2ccc(NS(=O)(=O)c3ccccc3)cc2C1=O
  BioA inh = -3.7
C[C@@H]1CN([C@@H](C)CO)C(=O)c2cccc(NC(=O)C3CCCCC3)c2O[C@H]1CN(C)C(=O)Nc1ccc(F)cc1
  BioA inh = 4.4
C/C=C/c1ccc2c(c1)O[C@@H](CN(C)Cc1ccncc1)[C@@H](C)CN([C@H](C)CO)S2(=O)=O
  BioA inh = 2.8
Cc1ccc(S(=O)(=O)N(C)C[C@H]2Oc3c(NC(=O)Nc4c(C)noc4C)cccc3C(=O)N([C@@H](C)CO)C[C@@H]2C)cc1
  BioA inh = 1.0
C[C@@H]1CN([C@H](C)CO)C(=O)c2cccc(NS(=O)(=O)c3ccc(Cl)cc3)c2O[C@@H]1CN(C)Cc1ccc(-c2ccccc2)cc1
  BioA inh = -2.0
O=C(Nc1ccccc1)N[C@H]1CC[C@H](CCNS(=O)(=O)c2cccc(F)c2)O[C@H]1CO
  BioA inh = 2.7

COCC(=O)Nc1ccc2c(c1)OC[C@H](C)N(Cc1ccccc1)C[C@H](C)[C@@H](OC)CN(C)C2=O
  BioA inh = 8.2
C[C@H](CO)N1C[C@H](C)[C@@H](CN(C)Cc2ccc(C(=O)Nc3ccccc3N)cc2)Oc2c(NC(=O)c3nc4ccccc4s3)cccc2C1=O
  BioA inh = -0.8
CNC[C@@H]1Oc2ccc(NC(=O)NC(C)C)cc2C(=O)N([C@H](C)CO)C[C@H]1C
  BioA inh = -1.0
COC(=O)C[C@@H]1CC[C@H]2[C@@H](COc3ccc(NC(=O)c4cccc(OC)c4)cc3C(=O)N2C)O1
  BioA inh = 4.8
OC[C@@H]1[C@H]2c3ccccc3OC1(CO)N=C1SCc3ccccc3CN12
  BioA inh = 0.5
C[C@@H]1CN([C@H](C)CO)C(=O)c2cc(NS(=O)(=O)c3cn(C)cn3)ccc2O[C@@H](C)CCCCO[C@H]1CN(C)C(=O)Nc1ccc(F)cc1
  BioA inh = 0.7
O=C(Nc1ccc(Cl)cc1)N[C@H]1CC[C@H](CCNC(=O)c2ccccc2F)O[C@@H]1CO
  BioA inh = 0.2
CCCNC(=O)NC[C@@H]1[C@@H](c2ccc(C3=CCCC3)cc2)[C@@H](CO)N1C(=O)CC
  BioA inh = -4.5
C[C@H]1CN([C@@H](C)CO)C(=O)c2cccc(NS(=O)(=O)c3ccccc3)c2O[C@@H]1CN(C)Cc1ccc2c(c1)OCO2
  BioA inh = 0.5
C[C@@H]1CN([C@@H](C)CO)C(=O)Cc2cc(NC(=O)Cc3ccccc3)ccc2O[C@H]1CN(C)C(=O)Nc1ccccc1
  BioA inh = -2.6
COc1ccc(S(=O)(=O)N(C)C[C@@H]2Oc3c(NS(=O)(=O)c4ccc(Cl)cc4)cccc3C(=O)N([C@@H](C)CO)C[C@@H]2C)cc1
  BioA inh = -4.2
O=C(C[C@@H]1C[C@H]2c3cc(NC(=O)c4cccnc4)ccc3O[C@H]2[C@@H](CO)O1)NCc1ccncc1
  BioA inh = 21.4
COCC(=O)Nc1ccc2c(c1)[C@H]1C[C@@H](CC(=O)NCc3ccccc3)O[C@@H](CO)[C@H]1O2
  BioA inh = -2.0
C[C@@H]1CN([C@@H](C)CO)C(=O)c2cc(NC(=O)Cc3ccccc3)ccc2O[C@@H](C)CCCCO[C@H]1CN(C)C(=O)c1ccccc1
  BioA inh = 0.1
C[C@@H]1CN([C@@H](C)CO)C(=O)c2cc(NC(=O)Nc3ccccc3)ccc2O[C@@H]1CN(C)Cc1ccc(Oc2ccccc2)cc1
  BioA inh = 0.2

2 entries from above, set out differently:
Compound,BioA inh
COCC(=O)Nc1ccc2c(c1)[C@H]1C[C@@H](CC(=O)NCc3ccccc3)O[C@@H](CO)[C@H]1O2,-2.0
COC(=O)C[C@@H]1CC[C@H]2[C@@H](COc3ccc(NC(=O)c4cccc(OC)c4)cc3C(=O)N2C)O1,4.8

(continued)
O=C(C[C@@H]1C[C@@H]2c3cc(NC(=O)C4CCC4)ccc3O[C@@H]2[C@@H](CO)O1)NCc1ccc2c(c1)OCO2
  BioA inh = 0.1
CC(C)NC(=O)N(C)C[C@@H]1Oc2ccc(NC(=O)Nc3cccc4ccccc34)cc2CC(=O)N([C@H](C)CO)C[C@H]1C
  BioA inh = -0.2
COc1ccc(-c2cnc3c(c2)C(=O)N([C@@H](C)CO)C[C@@H](C)[C@H](CN(C)C(=O)Cc2ccncc2)O3)cc1
  BioA inh = 4.2
C[C@H](CO)N1C[C@H](C)[C@H](CN(C)Cc2ccc3c(c2)OCO3)Oc2c(NC(=O)C3CCOCC3)cccc2C1=O
  BioA inh = -1.7
COc1ccc(S(=O)(=O)Nc2ccc3c(c2)CC(=O)N([C@H](C)CO)C[C@@H](C)[C@H](CN(C)Cc2ccc(C(=O)O)cc2)O3)cc1
  BioA inh = -1.7
Cc1noc(C)c1NC(=O)N[C@@H]1CC[C@@H](CCNC(=O)C2CC2)O[C@@H]1CO
  BioA inh = 0.2
CCCC(=O)Nc1ccc2c(c1)C(=O)N(C)C[C@@H](OC)[C@@H](C)CN(Cc1ccccc1F)[C@H](C)CO2
  BioA inh = 1.5
C[C@@H]1CN([C@H](C)CO)C(=O)Cc2cc(NC(=O)Cc3ccccc3)ccc2O[C@@H]1CN(C)Cc1ccc(Oc2ccccc2)cc1
  BioA inh = -2.1
CCCNC(=O)N1[C@H](C#N)[C@@H](c2ccc(-c3cccc(OC)c3)cc2)[C@@H]1CO
  BioA inh = 0.3
O=C(C[C@H]1C=C[C@@H](NS(=O)(=O)c2ccc(F)cc2)[C@@H](CO)O1)NCCN1CCCCC1
  BioA inh = -2.0
C#CCN(CC=C(C)C)[C@H](CO)c1ccccc1
  BioA inh = -1.1
C[C@H]1CN([C@@H](C)CO)C(=O)c2cc(C#CCN(C)C)cnc2O[C@H]1CN(C)C(=O)CN1CCOCC1
  BioA inh = -3.1
C[C@@H]1CN([C@H](C)CO)C(=O)c2cc(C3=CCCCC3)cnc2O[C@H]1CN(C)C(=O)c1cccc(F)c1
  BioA inh = -0.1
COc1cccc(C(=O)N2C[C@@H]3[C@H](c4ccccc42)[C@H](CO)N3C(=O)c2cccc(F)c2)c1
  BioA inh = -5.9
C[C@@H]1CN([C@H](C)CO)C(=O)c2cc(NS(=O)(=O)c3cccs3)ccc2O[C@H]1CN(C)C(=O)Nc1ccc(F)cc1
  BioA inh = 0.2

C[C@H](CO)N1C[C@H](C)[C@@H](CN(C)C(=O)Cc2ccccc2)Oc2ncc(-c3ccccc3)cc2C1=O
  BioA inh = 1.1
CN1C(=O)c2cc(NS(C)(=O)=O)ccc2OC[C@@H]2O[C@@H](CC(=O)NC3CCCCC3)CC[C@H]21
  BioA inh = 0.4
COCC(=O)Nc1ccc2c(c1)C(=O)N(C)C[C@H](OC)[C@@H](C)CN(CC1CCCCC1)[C@H](C)CO2
  BioA inh = 5.4
C/C=C/c1ccc([C@H]2[C@@H](CO)N(C(=O)C3CC3)[C@H]2CN(C)C(=O)C2CC2)cc1
  BioA inh = -2.6
CN1CCN(C(=O)C[C@@H]2C[C@@H]3c4cc(NC(=O)Nc5ccc(F)cc5)ccc4O[C@@H]3[C@H](CO)O2)CC1
  BioA inh = -1.4
C[C@H](CO)N1C[C@H](C)[C@H](CN(C)C(=O)Nc2ccc(F)cc2)Oc2ccc(NC(=O)CCN3CCOCC3)cc2CC1=O
  BioA inh = 0.7
C[C@@H]1CN([C@@H](C)CO)C(=O)c2cc(NC(=O)Cc3ccccc3)ccc2O[C@H]1CN(C)S(=O)(=O)c1ccccc1
  BioA inh = 10.1
C[C@@H]1CN([C@@H](C)CO)C(=O)c2cccc(NS(=O)(=O)c3ccccc3)c2O[C@@H]1CN(C)Cc1ccncc1
  BioA inh = -1.3
CN(C)C(=O)C[C@H]1CC[C@H]2[C@@H](COC[C@@H](O)CN2CC2CCOCC2)O1
  BioA inh = -0.3
C[C@@H]1CCCCO[C@H](CN(C)Cc2ccc3c(c2)OCO3)[C@H](C)CN([C@H](C)CO)C(=O)c2cc(NC(=O)Nc3ccccc3)ccc2O1
  BioA inh = -0.7
Cc1ccc(S(=O)(=O)N(C)C[C@H]2Oc3ccc(NC(=O)NC4CCCCC4)cc3C(=O)N([C@H](C)CO)C[C@@H]2C)cc1
  BioA inh = 2.3
Cc1ccc(S(=O)(=O)N(C)C[C@H]2Oc3cc(C#Cc4ccccc4)ccc3S(=O)(=O)N([C@H](C)CO)C[C@H]2C)cc1
  BioA inh = -2.9
CCCNC(=O)N1C[C@H](C)[C@H](OC)CN(C)C(=O)c2ccc(NC(=O)CCC)cc2OC[C@H]1C
  BioA inh = -1.2
CO[C@H]1CN(C)C(=O)c2cc(NS(=O)(=O)c3ccccc3)ccc2OC[C@H](C)N(Cc2ccccn2)C[C@H]1C
  BioA inh = -2.5
COc1ccccc1NC(=O)N(C)C[C@H]1Oc2ncc(C#CC(C)C)cc2C(=O)N([C@H](C)CO)C[C@H]1C
  BioA inh = -0.2

COCCNC(=O)C[C@H]1C=C[C@H](NC(=O)NC2CCCC2)[C@H](CO)O1
  BioA inh = -3.4
O=C(O)C[C@H]1C[C@H]2c3cc(NC(=O)Nc4ccc(F)cc4)ccc3O[C@H]2[C@@H](CO)O1
  BioA inh = 1.0
C[C@@H]1CN([C@@H](C)CO)C(=O)c2cc(NC(=O)C3CC3)ccc2O[C@@H]1CN(C)S(=O)(=O)c1cccs1
  BioA inh = -1.8
CO[C@H]1CN(C)C(=O)c2ccc(NS(=O)(=O)c3ccccc3Cl)cc2OC[C@@H](C)NC[C@H]1C
  BioA inh = -1.4
COc1ccc(NC(=O)Nc2cccc3c2O[C@@H](CN(C)Cc2ccc(Cl)c(Cl)c2)[C@@H](C)CN([C@H](C)CO)C3=O)cc1
  BioA inh = -0.6
Cc1noc(C)c1S(=O)(=O)N(C)C[C@H]1OCCCC[C@@H](C)Oc2ccc(NS(=O)(=O)c3ccc(Cl)cc3)cc2C(=O)N([C@H](C)CO)C[C@@H]1C
  BioA inh = -1.0
CNC(=O)C[C@H]1CC[C@@H]2[C@H](COc3ccc(NC(=O)NCc4ccccc4)cc3C(=O)N2C)O1
  BioA inh = -1.8
C[C@H]1CN([C@@H](C)CO)C(=O)Cc2cc(NS(C)(=O)=O)ccc2O[C@@H]1CN(C)Cc1ccccc1
  BioA inh = -2.6
Cn1cnc(S(=O)(=O)N[C@H]2CC[C@H](CC(=O)NCC3CC3)O[C@H]2CO)c1
  BioA inh = -2.3
COc1ccc(-c2cccc(-c3nc(C(=O)NCC(F)(F)F)cc4c3[C@H](CCO)N([S@@](=O)C(C)(C)C)C4)c2)cc1
  BioA inh = -0.3
CCNC(=O)C[C@H]1CC[C@@H]2[C@H](COc3ccc(NC(=O)Nc4cccc(F)c4)cc3C(=O)N2C)O1
  BioA inh = 35.5
C[C@H](CO)N1C[C@H](C)[C@@H](CN(C)Cc2ccc(Oc3ccccc3)cc2)Oc2ccc(NC(=O)Nc3cccc4ccccc34)cc2CC1=O
  BioA inh = -0.2
Cc1noc(C)c1S(=O)(=O)N(C)C[C@H]1Oc2c(NC(=O)c3ccc(-c4nccs4)cc3)cccc2C(=O)N([C@@H](C)CO)C[C@H]1C
  BioA inh = -1.5
C[C@@H]1CN([C@@H](C)CO)C(=O)Cc2cc(N(C)C)ccc2O[C@@H]1CN(C)Cc1ccc(C(=O)O)cc1
  BioA inh = -0.9
O=C(Cc1ccccn1)N[C@H]1CC[C@H](CCNS(=O)(=O)c2cccc(F)c2)O[C@@H]1CO
  BioA inh = 1.2

Some of these compounds in order of molecular weight, low to high.
COCC(=O)Nc1ccc2c(c1)C(=O)N(C)C[C@@H](OC)[C@@H](C)CN(Cc1cccnc1)[C@@H](C)CO2
  BioA inh = 3.4
CCCC(=O)Nc1ccc2c(c1)C(=O)N(C)C[C@@H](OC)[C@@H](C)CN(Cc1ccccc1F)[C@H](C)CO2
  BioA inh = 1.5
C[C@@H]1CN([C@H](C)CO)C(=O)c2cc(NS(=O)(=O)c3cn(C)cn3)ccc2O[C@@H](C)CCCCO[C@H]1CN(C)C(=O)Nc1ccc(F)cc1
  BioA inh = 0.7

Additional compounds
OC[C@@H]1[C@H](c2ccccc2)[C@@H](CNCC2CCC2)N1CC1CC1
  BioA inh = -1.4
CN1C(=O)c2cc(NC(=O)c3ccc(F)cc3)ccc2OC[C@H]2O[C@@H](CC(=O)NCC3CCCCC3)CC[C@H]21
  BioA inh = -2.8
Cc1noc(C)c1S(=O)(=O)N(C)C[C@@H]1OCCCC[C@@H](C)Oc2ccc(NC(=O)Nc3cccc4ccccc34)cc2C(=O)N([C@H](C)CO)C[C@H]1C
  BioA inh = -0.1
COc1ccc(NC(=O)Nc2ccc3c(c2)C(=O)N([C@H](C)CO)C[C@@H](C)[C@H](CN(C)Cc2ccc(Cl)c(Cl)c2)OCCCC[C@H](C)O3)cc1
  BioA inh = -1.5
CC(C)c1cn(CC[C@@H]2CC[C@@H](NS(=O)(=O)c3ccccc3)[C@H](CO)O2)nn1
  BioA inh = -2.1
C[C@H](CO)N1C[C@H](C)[C@H](CN(C)C(=O)Nc2cccc3ccccc23)Oc2ccc(NC(=O)NC3CCCCC3)cc2CC1=O
  BioA inh = -1.4
